Assay outcomes (PubChem)
HepG2 viability: kills HepG2 cells in TGF-b inhibitor counter-screen. HepG2 CAGA-GFP viability, ATP luminescence, 18 h. Potency, µM (titrated, usually from 46.1 µM), for inactives: top-dose activity change, negative = cytotoxicity, hits mostly cytotoxic. hit rate 0.76% among 410,000. AID 588856; further: potency means the concentration at half of the fitted maximal effect; some results filed as inactive show a strong effect at the top dose
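HepG2 CAGA-GFP cells (1000/well, DMEM with 1% FBS) received compound, then TGF-beta at 500 pg/mL final, and were incubated 18 hours at 37 degrees C. Viability was read by CellTiter-Glo luminescence. Media-only wells were set as complete cell-killing and DMSO as no toxicity.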
A549 tox: kills or reduces viability of A549 cells in Nrf2 counter-screen; AID 504648; hit rate 0.16% among 390,000; Potency, µM (titrated, usually from 46 µM), for the others: at the highest dose activity change, negative = cytotoxicity, hits mostly inhibitors; A549 ARE-Fluc cells, CellTiter-Fluor viability, 18-24 h; further: potency means the concentration at half of the fitted maximal effect; on the % scale 0 is the no-effect control and ±100 the full control effect
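Cytotoxicity counterscreen: CellTiter-Fluor fluorescence was measured in A549 ARE_Fluc cells after 18-24 h of compound exposure in a concentration series. The subsequent BugLite luminescent read reports ARE-luciferase activity.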
CCT modulator: modulators of cytosolic chaperonin (CCT/TRiC) activity. purified chaperonin ATPase assay, HTRF ADP detection, 30 min. activity change, % (test concentration not listed), hits read low. hit rate 0.3% among 360,000. AID 651819; in the data active means activity change below about -30%; further: on the % scale 0 is the no-effect control and ±100 the full control effect
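TRiC (40 or 20 nM final, by batch activity) in 30 mM Tris pH 7.4, 100 mM KCl, 5 mM MgCl2, 1 mM DTT was treated with compound at 76 uM single dose, then 10 uM ATP, 30 min at 37 °C. ADP was read by HTRF Transcreener.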
TGFb inhibitor: inhibitors of TGF-b signaling; HepG2 CAGA-GFP TGF-b/SMAD3 reporter, GFP fluorescence, 18 h; TGF-beta stimulated, 500 pg/mL final; Potency, µM (top dose mostly 46.1 µM), inactives show at the highest dose activity, negative = inhibition, usual class: inhibitors; hit rate 1.2% among 410,000; further: potency means the concentration at half of the fitted maximal effect; on the % scale 0 is the no-effect control and ±100 the full control effect; nearly all actives have a fitted effect of over 65% in size
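Read-out: total well GFP (ex488/em500-530) summed from mean per-cell fluorescence. Cells: HEPG2 CAGA-GFP, 1% FBS DMEM, 18 h at 37 degrees C with 500 pg/mL final TGF-beta. Unstimulated wells served as the full-inhibition control; stimulated DMSO wells = 0%.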
Nrf2 inh: inhibitors of Nrf2 signaling | A549 ARE-Fluc reporter, luciferase luminescence, 18-24 h | Potency, µM (highest dose often 46 µM), for the others: at the highest dose activity change, negative = inhibition, hits mostly inhibitors | hit rate 2.1% among 360,000; further: potency means the concentration at half of the fitted maximal effect; on the % scale 0 is the no-effect control and ±100 the full control effect; nearly all actives have a fitted effect of over 60% in size
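Reporter: ARE-Fluc in A549. Exposure: 18-24 h, 37 °C, 5% CO2, 5% FBS OPTI-MEM. Readouts: fluorescent cytotoxicity (CellTiter-Fluor), then luminescent Nrf2 signal after BugLite.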
Nrf2 activator: activates Nrf2 signaling. AREc32 ARE-luciferase reporter (MCF7-derived line), luminescence, 24 h. Potency, µM (series often up to 46.1 µM), for inactives: at the top dose activation, actives largely listed as activators. hit rate 0.31% among 410,000; further: potency means the concentration at half of the fitted maximal effect; % of control where 0% means no effect; nearly all actives have a fitted effect of over 65% in size
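Luciferase luminescence (Steady-Glo, 30 min at room temperature) served as the read-out of ARE activation in AREc32 cells treated with compounds for 24 hr at 37 deg C.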
Abeta rescue: A-beta toxicity reversal in yeast; yeast expressing A-beta42, growth rescue, OD600, 48 h; response scale: 0% DMSO, 100% iron-clioquinol control; Potency, µM (top dose mostly 46.1 µM), inactives show at the highest dose growth rescue, hits mostly activators; hit rate 0.063% among 410,000; AID 1347071; further: potency means the concentration at half of the fitted maximal effect; nearly all actives have a fitted effect of over 55% in size
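Yeast A-beta toxicity model in growth medium with pinned compounds, 48 h at 30 C; growth read as absorbance at 600 nm. Normalized to FeCl3/clioquinol equimolar mix (positive) and DMSO (negative).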
Akt phos inh: blocks phosphorylation of Akt. Neuro2A IGF-stimulated pAkt S473 HTRF, 20 min; hits give low values. activity change, % for hits at 50 µM. AID 651550. hit rate 0.32% among 360,000; in the data active means activity change below about -80%; inconclusive means mostly about -51% to -80%; further: on the % scale 0 is the no-effect control and ±100 the full control effect
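Single-point screen (50 µM final compound) in Neuro2A cells stimulated 20 min with 6 nM IGF at 37 deg C. After lysis, Ser473-phosphorylated Akt read by HTRF (ex 330 nm, em 615/665 nm) as the 665/615 ratio.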
MmCpn inh: inhibitors of Methanococcus maripaludis chaperonin (MmCpn). purified Mm-Cpn ATPase, ADP Transcreener TR-FRET. Potency, µM (titrated, usually from 76.9 µM), for the others: top-dose activity, negative = inhibition, hits mostly inhibitors. hit rate 0.031% among 330,000; further: potency means the concentration at half of the fitted maximal effect; on the % scale 0 is the no-effect control and ±100 the full control effect; nearly all actives have a fitted effect of over 80% in size
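ATPase turnover read by TR-FRET ADP competition (Eu cryptate antibody/ADP-d2, 665/590 nm): 10uM ATP final, 25nM Mm-CPN final, 30 min 37degC after 10-min compound preincubation, pH 7.4 Tris/KCl/MgCl2/DTT buffer.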
* hit, by the source's call; i = inactive; ? = inconclusive; / = no result given; & = joins results of further samples. Unless noted, the call rests on the fitted dose curve; in most records, active means well fitted curve in the direction sought with a large enough effect; inconclusive means small, poorly fitted or top-dose-only effect, or another doubt; inactive means no such curve, though single readings can be large; an effect the other way counts as inactive or inconclusive.

Each structure is followed by: HepG2 viability	A549 tox	CCT modulator	TGFb inhibitor	Nrf2 inh	Nrf2 activator	Abeta rescue	Akt phos inh	MmCpn inh
1	Cc1[nH]c2ccccc2c1CCCO
 : -11%	3%	-0.4	8%	5%	-0.1%	-3%	i	-1%
2	CC1CCCN(CCC(=O)Nc2ccccc2)C1 (stereo unspecified)
 : 0%	-8%	1.5	9%	11%	-0.4%	-9%	i	0%
3	CCNC(=O)CC1C(=O)N(c2ccc(C)cc2)C(=O)N1Cc1ccccn1 (stereo unspecified)
 : -35%	12%	-3.0	-1%	4%	-0.3%	-16%	i	2%
4	Cc1ccc(CCNC(=O)C2CCCN(C(=O)c3cc4sccc4n3C)C2)cc1 (stereo unspecified)
 : -26%	1%	-4.0	-27%	4%	2.8%	8%	i	1%
5	COc1ccc(CC(=O)Nc2ccc(-c3nc4ccccc4s3)cc2Cl)cc1OC
 : -31%	-1%	/	?	/	-2.1%	-13%	/	/
6	Cn1c(=O)c2c(SCC(=O)Nc3ccccc3F)nc(-c3ccccc3F)nc2n(C)c1=O
 : -7%	-8%	-5.6	-8%	?	-0.1%	1%	i	-10%
7	Cc1occc1C(=O)NCc1ccc2c(c1)OCO2
 : 5%	-6%	-7.5	5%	-3%	-0.3%	12%	i	1%
8	CN(C)S(=O)(=O)c1ccc(N2CCCC2)c(C(=O)NC2(C)CCS(=O)(=O)C2)c1 (stereo unspecified)
 : -5%	1%	-3.2	3%	29%	-0.1%	3%	i	-1%
9	COc1cc2c(cc1OC)C(c1ccco1)CC(=O)N2 (stereo unspecified)
 : -7%	-1%	1.0	-1%	-3%	6.5%	20%	i	-1%
10	CCc1c(C)sc(NC(=S)N2CC(C)OC(C)C2)c1C(=O)OC (stereo unspecified)
 : -6%	-3%	1.0	-10%	?	-1.1%	6%	i	-1%

Each structure is followed by: HepG2 viability	A549 tox	CCT modulator	TGFb inhibitor	Nrf2 inh	Nrf2 activator	Abeta rescue	Akt phos inh	MmCpn inh
11	CCOc1ccc2cc(C3CC(c4ccco4)=NN3S(C)(=O)=O)c(Cl)nc2c1 (stereo unspecified)
 : 0%	2%	1.2	3%	-13%	-0.1%	24%	i	-2%
12	O=C(NCc1ccccc1Cl)C1CCC(CNc2c(N3CCOCC3)c(=O)c2=O)CC1 (stereo unspecified)
 : -12%	1%	0.5	0%	-4%	-0.7%	2%	i	1%
13	Cc1ccc(-c2cnc3c(Cl)c(C)nn3c2)cc1
 : -7%	-4%	-1.4	-6%	?	1.9%	-8%	i	1%
14	O=C(CSc1cccc[n+]1[O-])Nc1cc([N+](=O)[O-])ccc1Cl
 : 2%	4%	-0.2	-28%	2%	10µM*	14%	i	4%
15	COc1ccc(-n2nnnc2SCC(=O)Nc2ccccc2F)cc1
 : -16%	1%	-1.8	-16%	-7%	-0.8%	-13%	i	-4%
16	Cc1ccc(-c2nc(=Nc3ccccc3)sn2-c2ccccc2)cc1
 : 4.5µM*	-21%	/	3.5µM*	?	/	/	/	/
17	COc1ccc(N(Cc2cc(=O)[nH]c3ccccc23)C(=O)c2ccco2)cc1
 : -17%	2%	-1.2	3%	?	1.8%	5%	i	1%
18	COc1ccc(Cl)cc1NC(=O)COC(=O)c1cc(C)oc1C
 : -20%	-4%	-16	-20%	-26%	-0.3%	-3%	i	0%
19	CCOC(=O)N/N=C\C=C\c1ccco1
 : -14%	4%	-0.8	-8%	?	?	7%	i	-1%
20	CC(C)NC(=O)C1(C)CCN1Cc1cccc(C#N)c1 (stereo unspecified)
 : 0%	/	0.8	1%	/	-1.3%	5%	i	/

Each structure is followed by: HepG2 viability	A549 tox	CCT modulator	TGFb inhibitor	Nrf2 inh	Nrf2 activator	Abeta rescue	Akt phos inh	MmCpn inh
21	CCCn1nnc(NC(=O)Cc2ccc(Cl)cc2)n1
 : 1%	0%	-0.6	-1%	4%	0.4%	-4%	i	4%
22	COc1cc(/C=N/NC(=O)c2[nH]nc3c2CCc2ccccc2-3)ccc1O
 : 2%	-12%	-0.5	?	5%	0.2%	26%	i	1%
23	CCN(CC(=O)NCc1ccc(F)cc1)Cc1cc(=O)n2ccsc2n1
 : -4%	0%	-1.9	4%	-11%	0.0%	-1%	i	-4%
24	Cc1ccc(CNC(=O)c2ccc(OCC(C)C)cc2)n1C
 : 1%	-2%	-1.0	0%	?	0.2%	2%	i	2%
25	C#CCOCCOCCOCCNc1nc(N2CCN(C(=O)[C@H](C(C)C)n3cc(CCO)nn3)CC2)nc(N2CCN(C(=O)[C@H](Cc3ccc(O)cc3)n3cc(CCO)nn3)CC2)n1
 : -10%	4%	-0.3	0%	12%	0.1%	-14%	i	/
26	Nn1c(COc2ccccc2)nc2ccccc2c1=O
 : -9%	-11%	-0.3	-12%	17%	3.3%	5%	i	1%
27	Cc1cc(Cl)ccc1OCC(=O)Nc1cccc(S(=O)(=O)NC2=NCCCCC2)c1
 : -26%	1%	-1.4	?	-17%	2.5%	7%	i	1%
28	COc1ccc(NC(=S)Nc2cc(-c3ccccc3)[nH]n2)cc1Cl
 : -18%	-30%	-2.4	?	?	2.3%	-12%	i	-2%
29	O=C(O)C1C2CCC(C2)C1C(=O)Nc1ccccc1 (stereo unspecified)
 : 3%	5%	2.6	19%	28%	0.5%	-14%	i	/
30	COc1cc(OC)cc(C(=O)NCC(=O)OCC(=O)NC(C)CCc2ccccc2)c1 (stereo unspecified)
 : -17%	-3%	0.1	-9%	9%	-0.2%	-4%	i	1%

Entries from the list above containing an NH in an aromatic ring, in the order listed:
Each structure is followed by: HepG2 viability	A549 tox	CCT modulator	TGFb inhibitor	Nrf2 inh	Nrf2 activator	Abeta rescue	Akt phos inh	MmCpn inh
1	Cc1[nH]c2ccccc2c1CCCO
 : -11%	3%	-0.4	8%	5%	-0.1%	-3%	i	-1%
17	COc1ccc(N(Cc2cc(=O)[nH]c3ccccc23)C(=O)c2ccco2)cc1
 : -17%	2%	-1.2	3%	?	1.8%	5%	i	1%
22	COc1cc(/C=N/NC(=O)c2[nH]nc3c2CCc2ccccc2-3)ccc1O
 : 2%	-12%	-0.5	?	5%	0.2%	26%	i	1%
28	COc1ccc(NC(=S)Nc2cc(-c3ccccc3)[nH]n2)cc1Cl
 : -18%	-30%	-2.4	?	?	2.3%	-12%	i	-2%

(list continues)
Each structure is followed by: HepG2 viability	A549 tox	CCT modulator	TGFb inhibitor	Nrf2 inh	Nrf2 activator	Abeta rescue	Akt phos inh	MmCpn inh
31	O=C(O)c1cc(NC(=O)C2CCCO2)cc(C(=O)O)c1 (stereo unspecified)
 : 8%	1%	1.2	-18%	5%	0.4%	14%	i	-1%
32	Cc1ccc(N2C(=O)C(CC(=O)Nc3cccc(F)c3)N(CCc3ccccc3F)C2=O)cc1 (stereo unspecified)
 : -17%	-5%	/	?	?	5.7%	7%	/	/
33	Cc1ccc(S(=O)(=O)NCC(=O)N(CC(=O)NCc2ccco2)Cc2cccs2)cc1
 : -27%	8%	-1.9	-4%	9%	0.1%	7%	i	0%
34	CCCS(=O)(=O)N1CCC(C(=O)NCc2ccc(F)cc2)CC1
 : 1%	-2%	-0.7	-12%	-6%	0.6%	8%	i	1%
35	CCc1n[nH]c(=S)n1/N=C/C(C)=C\c1ccccc1
 : -12%	-3%	-1.7	-27%	-7%	0.2%	31%	i	3%
36	Cc1ccc(S(=O)(=O)N2CC(O)CC2C(=O)OCC(=O)c2ccccc2Cl)cc1C (stereo unspecified)
 : -8%	6%	1.6	?	11%	2.4%	0%	i	0%
37	O=C(Nc1ccccc1)c1cc2n(n1)C(C(F)(F)F)CC(C1CC1)N2 (stereo unspecified)
 : 0%	0%	1.2	-14%	27%	-0.2%	-6%	i	-1%
38	CCOc1ccccc1CNC(=O)C1CCN(C(=O)c2sccc2-n2cccc2)CC1
 : -4%	-7%	-0.9	?	-9%	0.3%	-2%	i	1%
39	CCCc1[nH]nc2c1C(c1ccsc1)C(C#N)=C(N)O2 (stereo unspecified)
 : 26%	-4%	-0.1	-23%	-2%	3.2%	-14%	i	1%
40	CCOC(=O)C1=C(CN(CC)Cc2ccccc2)NC(=O)NC1c1ccc(OC)cc1 (stereo unspecified)
 : -2%	0%	/	?	-27%	0.0%	14%	/	/

Each structure is followed by: HepG2 viability	A549 tox	CCT modulator	TGFb inhibitor	Nrf2 inh	Nrf2 activator	Abeta rescue	Akt phos inh	MmCpn inh
41	C/C=C/c1cccc(-c2nc(C(=O)NC3CCC3)cc3c2[C@H](CCO)N(S(=O)C(C)(C)C)C3)c1 (stereo partly specified)
 : 4%	/	-3.0	?	/	4.4%	-26%	i	/
42	CC1=NN(C(N)=S)C(=O)C1N=Nc1ccccc1 (stereo unspecified)
 : -2%	-11%	0.0	-13%	?	-1.1%	19%	i	0%
43	O=C(NC1CCC(=O)N(CCSc2ccccc2)CC1)OCc1ccccc1 (stereo unspecified)
 : -28%&-18%	6%	-2.4	-13%&2%	-6%	4.5%	1%	i	-2%
44	O=C(/C=C/c1cccs1)NC(=S)NNC(=O)Cc1cccs1
 : 6%	-5%	-3.2	4%	?	6.9%	?	i	-3%
45	O=C(NCCCn1ccnc1)c1cc(-c2ccncc2)nc2ccccc12
 : -17%	2%	-1.9	?	4%	0.6%	-13%	i	2%
46	CCOC(=O)N1CCN(Cc2nc(-c3ccccc3)no2)CC1
 : -29%	-1%	0.3	27%	8%	0.5%	2%	i	1%
